From PubChem
HTR5A ag – HTR5A agonism, opioid heterodimer counter-screen; P47898; HTR5A agonist assay, luminescence, cell-based; hit rate 0.61% among 340,000; AID 504692; activation, % at 9.3 µM; in the data active = activation mostly above about 9.5%, no sharp cut-off; inactive = mostly below about 7.6%;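 also: 0% = cells with vehicle only and 100% = reference agonist; strong numbers were not always called active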
Arrestin-AP2 inh – blocks beta-arrestin peptide binding to AP2 adaptin; AID 504490; hit rate 0.31% among 340,000; FITC-arrestin peptide / GST-AP2 beads, flow cytometry; AP2 beta2 appendage carries R879A mutation; inhibition, % at 10 µM;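 active = inhibition above a set limit, near 3 SD of compounds lacking own fluorescence, cut at about 54% in these data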;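 also: plate controls were DMSO wells for no effect and 5 µM unlabelled arrestin peptide for full effect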
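System: GST-tagged AP2 beta2-adaptin appendage (R879A) on 4 µm glutathione beads / Reagent: FITC-arrestin peptide, 50 nM / Detection: HyperCyt-sampled flow cytometry, FL1 channel, ex 488/em 535 nm / Timing: 12 min plus 1 h, RT / Buffer or medium: PBS plus Tween 20 (0.05%) and BSA (0.1%)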
DAGLB inhibitor – diacylglycerol lipase beta (human) inhibition. Q8NCG7. HEK293T DAGLB membrane lysate, EnzChek fluorogenic substrate. inhibition, % at 5.17 µM. hit rate 0.059% among 340,000. AID 504411; in the data active = inhibition above about 34%;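 also: 0% = enzyme with vehicle and 100% = wells lacking enzyme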
MOR-DOR inv ag – inverse agonists of human mu-delta opioid receptor heterodimerization | AID 504357 | inhibition, % at 9.3 µM | hit rate 0.21% among 340,000 | cell-based MOR-DOR heterodimer luminescence, inverse agonism; in the data active = inhibition above about 22%, passing the limit was not always enough;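 also: 0% = cells with DMSO and 100% = wells without cells with DMSO; values of inactives mirror those of a sister screen read the other way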
Target sequence (P35372 whole entry, looked up): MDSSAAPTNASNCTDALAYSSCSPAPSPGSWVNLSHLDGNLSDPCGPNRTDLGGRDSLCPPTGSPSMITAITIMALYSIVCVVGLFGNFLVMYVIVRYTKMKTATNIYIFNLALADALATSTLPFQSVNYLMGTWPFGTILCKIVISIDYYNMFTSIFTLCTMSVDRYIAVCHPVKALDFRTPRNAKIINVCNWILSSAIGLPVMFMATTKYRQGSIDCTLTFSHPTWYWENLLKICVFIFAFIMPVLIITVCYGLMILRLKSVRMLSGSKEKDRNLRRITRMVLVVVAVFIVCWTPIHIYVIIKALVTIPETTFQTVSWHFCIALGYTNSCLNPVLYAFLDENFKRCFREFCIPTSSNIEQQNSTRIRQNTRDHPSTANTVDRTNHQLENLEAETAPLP
Target sequence (P41143 whole entry, looked up): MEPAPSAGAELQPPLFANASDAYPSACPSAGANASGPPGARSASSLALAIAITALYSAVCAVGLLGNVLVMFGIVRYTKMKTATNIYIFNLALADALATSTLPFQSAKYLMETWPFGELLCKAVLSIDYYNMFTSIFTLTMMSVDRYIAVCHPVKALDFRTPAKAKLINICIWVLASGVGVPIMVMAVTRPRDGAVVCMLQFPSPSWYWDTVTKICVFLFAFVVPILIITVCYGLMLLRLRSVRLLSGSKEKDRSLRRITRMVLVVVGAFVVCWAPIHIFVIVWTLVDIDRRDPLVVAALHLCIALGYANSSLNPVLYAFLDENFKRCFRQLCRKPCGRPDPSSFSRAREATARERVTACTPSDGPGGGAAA
V-ATPase pH – yeast V-ATPase proton transport regulation by pHLuorin; hit rate 0.37% among 350,000; response, % at 10 µM; S. cerevisiae, pHLuorin cytosolic pH fluorescence; in the data active = response mostly above about 7.3%, no sharp cut-off; inactive = mostly below about 5.4%; also: actives read high; inactives centre near 0; some compounds called inactive have numbers as strong as hits; reference of the scale not given here
MOR-DOR ag – OPRM1-OPRD1 heterodimerization agonism; AID 504326; activation, % at 9.3 µM; hit rate 0.3% among 340,000; cells, luminescence; P35372+P41143; in the data active = activation above about 18%;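 also: 0% = vehicle-treated cells and 100% = reference agonist; values of inactives mirror those of a sister screen read the other way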
DSG3 Ab inh – human desmoglein-3 autoantibody binding inhibition; P32926; DSG3-coupled beads, scFv-anti-DSG3-GFP binding, flow cytometry; active compounds read low; binding (percent of control), % at 10 µM; hit rate 0.48% among 310,000; AID 588358;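 active = binding more than 3 SD below its plate's average and above zero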;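 also: hits lower antibody fragment binding to DSG3; some compounds called inactive have numbers as strong as hits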
PKA-R1A act – activators of PKA-R1A complex; hit rate 0.083% among 340,000; P00514+P68181; AID 504707; PKA-R1A dissociation, Cy5-IP20 fluorescence polarization; scaled: DMSO 0%, 113 µM cGMP 100%; activation, % at 11.4 µM;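 active = percent activation above the mean of all tested compounds plus 3 SD, cut at about 19% in these data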;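 also: higher means more PKAc released from R1A so a rise in polarization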
HTR5A inv ctr – HTR5A inverse agonism, opioid heterodimer counter-screen; P47898; HTR5A cell line, luminescence; inhibition, % at 9.3 µM; hit rate 0.083% among 340,000; in the data active = inhibition mostly above about 23%, no sharp cut-off; inactive = mostly below about 18%;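 also: 0% = cells with DMSO and 100% = no-cell wells with DMSO; some compounds called inactive have numbers as strong as hits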
PKA-R2B activ – activates the human PKA-R2B holoenzyme complex. activation, % at 11.4 µM. P22694+P31323. PKA-R2B holoenzyme dissociation, Cy5-IP20 fluorescence polarization; R2B truncated from residue 108, S112A mutant; 0% DMSO only, 100% 113 µM cGMP. hit rate 0.079% among 340,000. AID 504700;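 active = activation above a cutoff set at the mean over all compounds plus 3 SD, cut at about 18% in these data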;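 also: higher means more holoenzyme dissociation and a rise in polarization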
Active calls of the source: *; . = not tested or not shown.

1	Cc1ccc[n+](CC(=O)Nc2cccc([N+](=O)[O-])c2)c1
2	O=C(COC(=O)Cc1ccc(S(=O)(=O)N2CCOCC2)s1)Nc1ccc2c(c1)OCO2
3	O=C(O)CSC1=NC(=Nc2cccc(Cl)c2)C2(CCCCC2)N1c1ccccc1
4	COc1ccccc1-c1coc2c(CN3CCN(C)CC3)c(O)ccc2c1=O
5	O=C(NCc1ccc2c(c1)OCO2)c1c(-c2ccccc2)sc2ccccc12
6	O=C(NCc1cccs1)C1CCCN(S(=O)(=O)c2cccs2)C1 (stereo not drawn)

Screen / compound no.	1	2	3	4	5	6
HTR5A ag	2	-5	-2	0	-2	0
Arrestin-AP2 inh	8	5	15	10	-4	0
DAGLB inhibitor	2	-2	1	-3	-1	-2
MOR-DOR inv ag	7	2	9	-1	-27	-8
V-ATPase pH	2	4	-1	-2	4	1
MOR-DOR ag	-1.0	-0.4	-1.7	0.1	4.9	1.9
DSG3 Ab inh	95	94	106	.	95	.
PKA-R1A act	0	3	8	0	-2	-28
HTR5A inv ctr	-6	-8	-15	1	-7	0
PKA-R2B activ	-7	-1	-6	7	-6	7

7	O=C(CN1CCN(S(=O)(=O)c2ccccc2Cl)CC1)NCC1(N2CCOCC2)CCCCC1
8	CCC1CN(C(=O)N2CCC(C(=O)NCc3cc(OC)c(OC)c(OC)c3)CC2)c2ccccc2O1 (stereo not drawn)
9	CN(C)C(=O)COC(=O)c1cccc(CN2C(=O)c3ccccc3C2=O)c1
10	O=C(O)CCC(=O)c1ccc2c(c1)OCCCO2
11	Cc1nc2ccccc2c2oc(C(=O)NCC3CCCO3)cc12 (stereo not drawn)
12	Cc1ccccc1C(=O)Nc1nnc(S(=O)(=O)N(C)Cc2ccco2)s1

Screen / compound no.	7	8	9	10	11	12
HTR5A ag	2	2	4	-1	0	-1
Arrestin-AP2 inh	22	-5	5	-3	-6	5
DAGLB inhibitor	1	2	2	2	-5	2
MOR-DOR inv ag	1	20	6	-1	8	4
V-ATPase pH	1	2	-1	-14	4	-3
MOR-DOR ag	-0.2	-3.9	-1.1	0.2	-1.4	-0.8
DSG3 Ab inh	98	104	104	.	101	98
PKA-R1A act	-7	-9	-7	-2	-3	-13
HTR5A inv ctr	-20	13	-11	3	7	3
PKA-R2B activ	-3	4	-2	0	-12	-12

13	O=C(Nc1ccc(F)cc1)c1cccnc1Oc1ccccc1
14	COc1cccc2sc(NC(=O)c3ccc(Br)s3)nc12
15	N#Cc1ccccc1NC(=O)c1ccc2c(Cl)c3c(nc2c1)CCCC3
16	COc1ccc(C2NC(c3ccc(OC)cc3)C(C)C(=O)C2C)cc1 (stereo not drawn)
17	Cc1ccccc1NC(=O)NC(C)(C)CC(C)(C)C
18	CC(C)CCn1c(=O)c2ccccc2n2c(CN3CCCC3)nnc12

Screen / compound no.	13	14	15	16	17	18
HTR5A ag	6	8	2	4	3	6
Arrestin-AP2 inh	-20	6	0	-1	0	-3
DAGLB inhibitor	-4	-5	-4	-11	-3	0
MOR-DOR inv ag	6	-13	6	-17	-1	-5
V-ATPase pH	0	-2	-8	0	1	1
MOR-DOR ag	-1.3	2.9	-1.1	3.0	0.2	1.0
DSG3 Ab inh	100	93	93*	99	97	94
PKA-R1A act	-2	-3	-1	-6	-5	-4
HTR5A inv ctr	-23	-1	11	-16	-19	-5
PKA-R2B activ	9	-6	-4	-6	0	-3

19	O=C(CN1C(=O)c2ccccc2S1(=O)=O)NCc1cccs1
20	CC(=O)N1CCc2c(sc(NC(=O)Cc3ccc(C)cc3C)c2C#N)C1
21	Cc1cc(OCCCC(=O)Nc2nnc(C3CC3)s2)ccc1Cl
22	CCN(CC)C(=O)[C@H]1C[C@H](CC(=O)NCCCOC)C(=O)N2CCc3c([nH]c4cc(CCC(=O)N(C)C)ccc34)[C@]12C
23	C=CCC1(O)C(=O)N2C(=C1C(=O)N1CCOCC1)c1ccccc1CC2(C)C (stereo not drawn)
24	CCOc1cc(/C=N\O)cc(Cl)c1OCC

Screen / compound no.	19	20	21	22	23	24
HTR5A ag	0	0	2	-1	3	1
Arrestin-AP2 inh	19	1	-17	2	6	15
DAGLB inhibitor	-1	0	2	1	0	-2
MOR-DOR inv ag	20	9	21	15	9	-2
V-ATPase pH	-2	2	2	2	-1	1
MOR-DOR ag	-3.5	-1.8	-5.5	-3.1	-1.7	0.4
DSG3 Ab inh	119	.	103	97	103	101
PKA-R1A act	6	-10	1	-2	5	-3
HTR5A inv ctr	-1	-2	8	5	-11	11
PKA-R2B activ	-2	9	-6	0	5	14

Records listed above marked active in DSG3 Ab inh:
| # | Molecule | Arrestin-AP2 inh | DAGLB inhibitor | MOR-DOR inv ag | V-ATPase pH | MOR-DOR ag | DSG3 Ab inh | PKA-R1A act | PKA-R2B activ |
| --- | --- | --- | --- | --- | --- | --- | --- | --- | --- |
| 15 | N#Cc1ccccc1NC(=O)c1ccc2c(Cl)c3c(nc2c1)CCCC3 | 0 | -4 | 6 | -8 | -1.1 | 93* | -1 | -4 |

Some of the entries above, set out differently:
Fields – HTR5A ag, Arrestin-AP2 inh, DAGLB inhibitor, MOR-DOR inv ag, V-ATPase pH, MOR-DOR ag, DSG3 Ab inh, PKA-R1A act, HTR5A inv ctr, PKA-R2B activ
6. O=C(NCc1cccs1)C1CCCN(S(=O)(=O)c2cccs2)C1 (stereo not drawn)
 : 0, 0, -2, -8, 1, 1.9, ., -28, 0, 7
7. O=C(CN1CCN(S(=O)(=O)c2ccccc2Cl)CC1)NCC1(N2CCOCC2)CCCCC1
 : 2, 22, 1, 1, 1, -0.2, 98, -7, -20, -3
8. CCC1CN(C(=O)N2CCC(C(=O)NCc3cc(OC)c(OC)c(OC)c3)CC2)c2ccccc2O1 (stereo not drawn)
 : 2, -5, 2, 20, 2, -3.9, 104, -9, 13, 4
9. CN(C)C(=O)COC(=O)c1cccc(CN2C(=O)c3ccccc3C2=O)c1
 : 4, 5, 2, 6, -1, -1.1, 104, -7, -11, -2

Continuation.
25	Cc1nnc(SCC(=O)NC2CCS(=O)(=O)C2)n1-c1ccccc1 (stereo not drawn)
26	CCCCC1=CC2=CC(=O)C(C)(OC(=O)CC)C(=O)C2=CN1CCCOC(C)C (stereo not drawn)
27	Cc1ccccc1-c1cnc2c(c1)C(=O)N([C@@H](C)CO)C[C@@H](C)[C@H](CN(C)Cc1ccccc1F)O2
28	Cc1c[n+]([O-])n(-c2ccc(C(=O)O)cc2)n1
29	Cc1nc2ccccc2nc1SCC(=O)c1ccccc1
30	CSc1ccccc1OCc1cc(C(=O)N(C)C(C)c2nc(C)cs2)no1 (stereo not drawn)

Screen / compound no.	25	26	27	28	29	30
HTR5A ag	-6	0	.	5	12	-3
Arrestin-AP2 inh	19	0	.	26	-6	43
DAGLB inhibitor	2	-2	-1	-3	-8	-2
MOR-DOR inv ag	3	-9	.	20	-13	3
V-ATPase pH	-2	7	0	-2	-2	3
MOR-DOR ag	-0.7	1.7	.	-4.4	2.5	-0.8
DSG3 Ab inh	.	103	99	94	88	110
PKA-R1A act	1	-1	4	-1	-3	-4
HTR5A inv ctr	15	-10	.	-10	16	-5
PKA-R2B activ	-9	-10	-4	-11	1	0

31	COc1cc(C(=O)OCC(=O)NC2CCCCC2)cc(OC)c1OC
32	COc1cccc(C(=O)Cn2c(N3CCCCC3)nc3c2c(=O)n(C)c(=O)n3C)c1
33	NS(=O)(=O)c1ccc(CCNC(=O)CSc2nc3ccsc3c(=O)n2CC(=O)O)cc1
34	CCOC(=O)c1sc(/N=C/C2=C(O)CC(C)(C)CC2=O)c(C(=O)OCC)c1C
35	CC1CC(=O)c2cnc(Nc3cccc(C(F)(F)F)c3)nc2C1 (stereo not drawn)
36	CCOC(=O)C1CCN(Cc2cc(C(C)C)c(O)c(C(C)C)c2)CC1

Screen / compound no.	31	32	33	34	35	36
HTR5A ag	1	0	-6	2	7	4
Arrestin-AP2 inh	-4	28	-6	21	6	38
DAGLB inhibitor	-2	0	1	-5	-4	-2
MOR-DOR inv ag	3	7	12	-6	-23	8
V-ATPase pH	-2	3	1	4	-3	3
MOR-DOR ag	-0.7	-1.3	-2.4	1.4	5.6	-1.5
DSG3 Ab inh	94	92	108	101	120	96
PKA-R1A act	-7	-5	1	-7	0	-13
HTR5A inv ctr	-2	8	36	-5	-12	-11
PKA-R2B activ	-3	0	1	-7	8	-8

37	CC(NC(=O)NC(=O)c1ccc(Cl)cc1)c1ccccc1 (stereo not drawn)
38	O=C(NC1CCCCC1)C(c1cccnc1)N(C(=O)CCl)c1cccc(Cl)c1 (stereo not drawn)
39	CCOCCCNC(=O)c1cc(Nc2ccc(OC)cc2OC)nc2ccccc12
40	COc1cccc(-c2nc(CN3CCN(C(=O)c4ccco4)CC3)c(C)o2)c1OC
41	Cc1ccc(C(=O)CN(C(=O)c2ccc(Cl)c(Cl)c2)N2C(=O)C3CCCCC3C2=O)cc1 (stereo not drawn)
42	NC(N)=NC1=NC(=O)/C(=C/c2ccccc2-n2cccn2)S1

Screen / compound no.	37	38	39	40	41	42
HTR5A ag	0	36*	1	.	3	0
Arrestin-AP2 inh	-17	-3	4	.	-3	-4
DAGLB inhibitor	-2	11	-1	-1	-2	3
MOR-DOR inv ag	-29	-183	4	.	9	4
V-ATPase pH	0	6	-4	.	-2	-1
MOR-DOR ag	7.1	35*	-0.8	.	-1.9	-0.8
DSG3 Ab inh	107	100	84	101	101	109
PKA-R1A act	-5	0	-1	-5	1	7
HTR5A inv ctr	1	-76	-2	.	-2	0
PKA-R2B activ	13	11	0	-4	7	3

43	CC(C)NC(=O)COC(=O)c1ccccc1Oc1ccccc1
44	Cc1cc(O)cc(=O)n1CCc1ccccc1
45	Cc1ccc(NC(=O)Cn2nc(C)c([N+](=O)[O-])c2C)cc1C
46	CCNc1nc(NC(C)CC)nc(ON=C(C)C)n1 (stereo not drawn)
47	O=C(Nc1cccc(C(=O)N2CCOCC2)c1)c1ccccc1Cl

Screen / compound no.	43	44	45	46	47
HTR5A ag	2	5	-3	3	-2
Arrestin-AP2 inh	10	1	-8	15	49
DAGLB inhibitor	-1	1	-1	1	0
MOR-DOR inv ag	-5	8	17	17	20
V-ATPase pH	-3	5	1	4	1
MOR-DOR ag	0.9	-1.4	-3.3	-3.3	-3.7
DSG3 Ab inh	101	100	105	.	101
PKA-R1A act	-4	7	-4	1	-5
HTR5A inv ctr	32	2	-19	-40	-8
PKA-R2B activ	6	1	7	2	0
